# PAFAH2 inh: PAFAH2 (human) inhibition; Q99487; recombinant PAFAH2, FP-rhodamine activity probe, fluorescence polarization; inhibition, % at 3.39 µM; actives 0.99% (n = 340,000); AID 492956;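 active = inhibition above the mean over all tested compounds plus 3 SD, cut at about 30% in these data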;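 also: inhibitors block probe labeling of enzyme so polarization drops; 0% = enzyme with DMSO and 100% = wells lacking PAFAH2 protein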
# PAFAH1B3 FP inh: blocks human PAF acetylhydrolase 1B catalytic subunit 3. Q15102. recombinant PAFAH1B3, FP-rhodamine probe, fluorescence polarization. inhibition, % at 3.39 µM. actives 0.28% (n = 340,000). AID 492972;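 active = inhibition above the screen-wide average of all tested compounds plus 3 SD, cut at about 25% in these data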;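 also: 0% = enzyme with DMSO only and 100% = wells lacking PAFAH1B3 protein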
# Target sequence (Q15102 whole entry, looked up): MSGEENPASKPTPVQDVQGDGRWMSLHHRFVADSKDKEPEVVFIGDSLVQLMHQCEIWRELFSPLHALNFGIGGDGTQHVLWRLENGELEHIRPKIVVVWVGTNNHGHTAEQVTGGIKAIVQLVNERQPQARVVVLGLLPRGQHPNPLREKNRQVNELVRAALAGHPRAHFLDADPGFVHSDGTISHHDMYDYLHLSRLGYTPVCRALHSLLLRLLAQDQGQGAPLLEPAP
# pPAFAH FP inh: pPAFAH (human) enzyme inhibition; Q13093; recombinant pPAFAH, FP-rhodamine probe fluorescence polarization; inhibition, % at 3.39 µM; actives 1.5% (n = 330,000); AID 463082;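 active = inhibition above the mean inhibition across the screen plus 3 SD, cut at about 25% in these data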;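 also: inhibitors block binding of the rhodamine activity-based probe so polarization drops; 0% = enzyme with DMSO and 100% = wells lacking pPAFAH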
# Fam108B inh: counter-screen for RBBP9 inhibitors: inhibitors of mouse Fam108B; recombinant Fam108B, FP-Rh probe fluorescence polarization; inhibition, % at 9.51 µM; actives 0.33% (n = 300,000); AID 1947;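 active = inhibition above the screen mean inhibition plus 3 SD, computed separately per campaign, cut at about 18% in these data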;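 also: inhibitors lower polarization as less probe binds the enzyme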
# GSTO1 inh: GSTO1 inhibition, counter-screen for RBBP9 inhibitors. P78417. recombinant GSTO1, activity-based probe fluorescence polarization. inhibition, % at 5.96 µM. actives 1.1% (n = 300,000);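 active = inhibition above the campaign mean inhibition plus 3 SD, cut at about 35% in these data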;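 also: 0% = GSTO1-1 with DMSO and 100% = wells lacking GSTO1-1 enzyme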
# PME-1 primary: PME-1 (human) inhibition; Q9Y570; recombinant PME-1, FP-Rh probe fluorescence polarization; inhibition, % at 5.9 µM; actives 0.53% (n = 320,000); AID 2130;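 active = inhibition above the campaign mean of all compounds plus 3 SD, cut at about 26% in these data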;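 also: competitive labeling of PME-1 active site by serine hydrolase directed probe; 0% = PME-1 with DMSO and 100% = wells lacking PME-1 enzyme; inhibitors block probe labeling so polarization falls and inhibition rises; many of its hits are not listed in these tables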
# Target sequence (Q9Y570 whole entry, looked up): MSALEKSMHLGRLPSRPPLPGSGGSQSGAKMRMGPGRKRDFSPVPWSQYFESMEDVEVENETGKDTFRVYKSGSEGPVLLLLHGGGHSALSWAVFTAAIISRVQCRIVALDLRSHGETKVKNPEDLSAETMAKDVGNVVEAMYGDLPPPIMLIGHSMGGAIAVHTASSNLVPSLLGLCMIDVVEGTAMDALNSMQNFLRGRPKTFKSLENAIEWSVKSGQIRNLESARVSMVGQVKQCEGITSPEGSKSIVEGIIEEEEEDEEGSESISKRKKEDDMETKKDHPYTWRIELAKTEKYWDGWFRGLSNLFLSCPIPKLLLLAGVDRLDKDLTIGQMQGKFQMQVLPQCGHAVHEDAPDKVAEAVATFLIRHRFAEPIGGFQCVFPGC
# LYPLA1 counter: LYPLA1 (human) inhibition in PME1 counter-screen; actives 0.16% (n = 320,000); recombinant LYPLA1, FP-Rh probe fluorescence polarization; AID 2174; inhibition, % at 5.9 µM;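 active = inhibition above the mean of all tested compounds plus 3 SD, set per campaign, cut at about 14% in these data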;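 also: inhibitors block serine hydrolase probe labeling of LYPLA1 so polarization falls; 0% = enzyme with DMSO and 100% = wells lacking LYPLA1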
# Target sequence (O75608 whole entry, looked up): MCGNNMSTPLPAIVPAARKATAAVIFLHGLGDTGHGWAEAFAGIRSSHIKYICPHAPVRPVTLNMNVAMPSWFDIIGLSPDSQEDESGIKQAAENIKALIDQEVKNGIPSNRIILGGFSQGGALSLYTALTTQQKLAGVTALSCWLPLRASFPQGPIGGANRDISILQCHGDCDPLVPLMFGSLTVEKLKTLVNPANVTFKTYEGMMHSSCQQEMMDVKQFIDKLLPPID
# PAD4 inh: blocks human protein arginine deiminase 4. actives 0.41% (n = 330,000). Q9UM07. recombinant PAD4, RCA probe fluorescence polarization. inhibition, % at 6.36 µM;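 active = percent inhibition above a cutoff equal to the mean of all tested compounds plus 3 SD, cut at about 15% in these data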;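 also: 0% = PAD4 with RCA probe and DMSO and 100% = probe without PAD4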
# PAFAH1B2 inh: inhibitors of human PAFAH1B2. P68402. recombinant PAFAH1B2, FP-rhodamine activity probe, fluorescence polarization. inhibition, % at 3.39 µM. actives 1.2% (n = 340,000);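 active = inhibition above the mean of all tested compounds plus 3 SD, cut at about 24% in these data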;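 also: 0% = enzyme with DMSO and 100% = wells lacking PAFAH1B2; many of its hits are not listed in these tables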
# Target sequence (P68402 whole entry, looked up): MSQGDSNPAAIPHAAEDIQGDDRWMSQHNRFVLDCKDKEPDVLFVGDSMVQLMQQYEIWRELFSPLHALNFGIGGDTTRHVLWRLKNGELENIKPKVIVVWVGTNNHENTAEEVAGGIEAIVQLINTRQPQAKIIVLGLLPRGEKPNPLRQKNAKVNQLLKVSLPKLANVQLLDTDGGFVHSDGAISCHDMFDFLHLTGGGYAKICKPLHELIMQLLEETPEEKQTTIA
# * hit, by the source's call; nt = no result given.
SMILES,PAFAH2 inh,PAFAH1B3 FP inh,pPAFAH FP inh,Fam108B inh,GSTO1 inh,PME-1 primary,LYPLA1 counter,PAD4 inh,PAFAH1B2 inh
Cc1ccc(NC(=S)N2CCC(c3ccccc3)C2)c(Cl)c1 (centres undefined),-3,1,0,-3,3,6,1,2,4
O=C(Nc1ccc(N2CCCC2)cc1)c1cc(Br)ccc1Cl,2,6,47*,0,6,-3,-4,-7,4
O=C(c1cc(-c2ccc(Cl)cc2)on1)N1CCc2ccccc2C1,-4,-1,3,1,6,-10,4,0,-1
CC1(C)c2[nH]c3ccccc3c2C[C@H]2C(=O)N(Cc3ccc(F)cc3)C(=O)N21,-1,2,4,0,2,4,4,-7,5
CCSC1=NCCN1C(=O)c1ccc(S(=O)(=O)N(C)C)cc1,3,8,2,6,5,3,-1,1,1
CC(C)CN(C(=O)COC(=O)c1ccc(Cl)c(N)c1)c1c(N)n(Cc2ccccc2)c(=O)[nH]c1=O,-5,-4,1,0,3,-1,0,2,-1
CCc1ccc(NC(=O)CCn2c(=O)oc3ccccc32)cc1,9,2,2,-3,1,5,1,-3,0
CCOc1ccccc1NCc1nnc(-c2ccccc2)o1,2,7,-1,0,3,1,-2,-2,4
CCOc1ccc(S(=O)(=O)N2CCCCC2)cc1NC(=O)Cc1cccs1,8,10,8,0,1,15,2,-3,5
Cc1cccc(C2CC(c3ccc(Cl)cc3)Nc3nc(N)nn32)c1 (centres undefined),5,2,4,1,7,0,4,-4,7
O=C(C[C@H]1C[C@H](C(=O)N2CCCCC2)[C@@]2(CCc3ccccc3)c3[nH]c4ccc(Cl)cc4c3CCN2C1=O)NCCN1CCOCC1,-1,9,3,nt,nt,nt,nt,-4,1
CC(C)(C)C(=O)Nc1sc(-c2ccccc2)cc1C(=O)O,1,-3,7,-2,-21,-3,-2,0,9
O=C(c1ccccc1-c1ncc[nH]1)N1CCCC(Nc2ccc(F)cc2)C1 (centres undefined),0,13,-1,1,2,-1,3,-2,3
O=C(NCc1ccc2c(c1)OCO2)c1nnc(Cc2ccc(Cl)cc2)o1,2,2,29*,-6,59*,6,4,-2,-4
CC(C)(C)c1ccc(OCC(=O)NCCN2CCCC2)cc1,-1,0,2,1,1,-3,2,-2,0
CCCOc1ccc(N2C(=O)CC(NCc3ccncc3)C2=O)cc1 (centres undefined),4,-2,5,1,1,-6,2,3,2
CCCC(=O)c1cc(F)c(N2CCOCC2)cc1C,3,3,8,-1,6,1,2,1,0
Cc1ccc(-c2nnn(CC(=O)N(c3ccccc3)C(C(=O)NCC3CCCO3)c3ccc(F)cc3)n2)o1 (centres undefined),2,9,3,-3,-1,-1,-2,-3,-1
Clc1ccc(C2=NNC(=NCc3ccc4c(c3)OCO4)SC2)cc1,2,10,5,0,15,-3,-4,-13,-4
CCCCNC(=O)C1c2ccccc2Oc2ccccc21,2,9,0,-9,13,-6,-1,2,12
COc1cccc(C(=O)CSc2nc3cccnc3n2C)c1,-11,3,1,-9,1,4,-2,0,6
CCCCN1C(=O)CC(Sc2ccccc2C(=O)O)C1=O (centres undefined),4,7,6,-3,11,-1,-5,7,0
Cc1ccc(OCCn2ccc(=O)[nH]c2=O)cc1C,1,3,-5,-6,-1,-2,-2,0,1
Cc1cccc(OCC(=O)OCC(=O)N2CCN(C(=O)c3ccco3)CC2)c1C,6,16,27*,0,2,1,-3,-5,3
O=C(CSc1nc2c(cnn2-c2cccc(Cl)c2)c(=O)[nH]1)NCCC1=CCCCC1,9,-3,-3,nt,nt,-4,0,2,12
CCOc1ccccc1NC(=O)C(c1ccccc1)N1CCN(CC(=O)N2CCCC2)CC1 (centres undefined),1,3,2,nt,nt,nt,nt,-4,7
C/C(=N\Nc1cc(C)nc(-c2ccccc2O)n1)c1ccccc1,-6,1,-5,-4,-4,-5,-12,-1,3
CCC1CCCCN1C(=O)Cn1c(=O)n(CCCC(=O)NCc2ccco2)c(=O)c2sccc21 (centres undefined),-11,7,6,0,0,3,4,-2,5
Cc1cccc(NC(=S)NNC(=O)c2sccc2C)c1,8,2,6,0,4,6,-1,-5,-2
C=CCC1(CC=C)CCCN1C(=O)C1CCC(=O)N(CCc2ccccc2)C1 (centres undefined),-2,-1,4,4,1,-2,5,4,4
COC(=O)c1ccc(NC(=O)CSc2nnc(COc3ccc4c(c3)CCCC4)o2)cc1,-2,-1,1,2,0,-3,2,1,0
CCCCSCc1ccc(C(=O)O)o1,1,-1,8,3,-4,8,2,1,8
CN(Cc1ccno1)Cc1cn(C)nc1-c1ccc(Oc2ccccc2)cc1,-4,3,5,-1,2,1,-1,0,0
C=CCN1C(=O)c2ccc(C(=O)OCC(=O)Nc3ccc(S(N)(=O)=O)cc3)cc2C1=O,2,5,-3,3,1,-4,1,-3,-1
CCOc1ccc(Nc2ccnc3cc(Cl)ccc23)cc1,0,4,6,-6,6,-2,1,-3,-2
CCOc1cc2c(cc1/C=C/c1noc(C)c1[N+](=O)[O-])OC(C)C2 (centres undefined),-4,-2,10,-3,-3,-4,1,9,-2
CCN(C(=O)CSc1nc2n[nH]c(C)c2c(=N)n1-c1ccc(Cl)c(C)c1)c1cccc(C)c1,-8,-11,4,-21,6,2,-5,-1,-7
COc1ccc2[nH]c(C)c(CCN(Cc3cccs3)C(=S)Nc3cccc(F)c3)c2c1,1,11,7,2,0,4,-3,5,-1
O=C(c1cccs1)N1CCC(N2CCN(c3ccccc3)CC2)CC1,-1,4,-1,1,10,5,1,1,0
N#CC1=C(S)N(c2ccccc2)C(c2ccc(-c3ccc(Cl)c(Cl)c3)o2)NC1=O (centres undefined),-1,-4,34*,-3,5,2,-9,-8,-2
COC(=O)Cc1c(O)ccn(Cc2ccc3c(c2)OCO3)c1=O,2,8,-4,5,-1,0,-4,-3,15
Cc1ccnc(NS(=O)(=O)c2ccc(N3C(=O)c4ccccc4C3=O)cc2)n1,7,0,5,9,0,2,-2,1,-2
CC1CCN(C(=S)Nc2ccc(SC(F)F)cc2)CC1,-3,0,4,-4,0,-1,0,0,3
O=C(Cc1ccccc1)Nc1ccc(NC(=O)c2ccccc2)nc1,0,2,2,3,11,-2,-3,-4,4
CCOC(=O)c1ccccc1NC(=O)COC(=O)CSCC(=O)Nc1cc(C)on1,-1,1,2,2,-3,-5,3,-5,3
COCCN(C(=O)C(C)C)c1nnc(-c2ccc(C)cc2)s1,4,0,7,-1,0,-3,-2,1,0
O=C(c1ccc2ccccc2n1)N1CCN(c2ccccc2)CC1,2,-3,-7,-5,4,1,-3,0,1
Clc1ccc(Cl)c(OCCN2CCCC2)c1,-1,6,5,3,1,4,0,1,4
Cc1ccc(CNC(=O)c2ccc(NC(=O)CCS(=O)(=O)c3cccs3)cc2)cc1,-6,-3,6,-1,-1,-8,-4,-2,10
O=C(N/N=C/c1ccc(Br)s1)c1c[nH]c2ccccc12,-8,0,11,1,-14,-4,-7,-7,4
COc1ccc(CNC(=O)[C@H](C)NC(=O)C2CCN(S(=O)(=O)c3ccccc3)CC2)cc1,2,1,2,0,5,3,5,4,2
CCOc1ccccc1N(C(=O)Nc1ccc(Cl)cc1)C1=NC(C)CS1 (centres undefined),-5,-3,-2,4,1,-2,-1,-2,-10
Cc1ccc(CNC(=O)/C(C#N)=C/c2ccc(C)s2)cc1,8,-2,0,5,4,-3,-3,2,6
O=C(CSc1nnc(NC(=O)c2c(F)cccc2F)s1)NC1CCCCC1,-8,12,-1,-2,-2,2,3,3,-3
O=C(Cn1nc(C(F)F)cc1C(F)F)NNC(=S)Nc1ccc(F)cc1,1,1,4,-3,5,7,-1,-3,1
COCCCn1c(SCc2nnc(-c3ccc(OC)c(OC)c3)o2)nnc1-c1ccncc1,5,4,5,0,1,2,2,-2,6
Brc1ccccc1-c1nnc(COc2ncnc3ccccc23)o1,1,3,6,4,1,2,0,3,2
CC1(C)Cc2cccc(C(=O)NC3CCN(Cc4ccccc4)CC3)c2O1,-2,9,7,0,-1,6,5,-1,4
CCC(C)NC(=O)C(Sc1ccccc1)c1ccccc1 (centres undefined),2,3,-3,-3,0,-3,-2,-3,1
COc1ccc(C)cc1NC(=O)COC(=O)C1CC1,9,-7,3,-7,3,2,2,4,3

# 3 structures out of the list, sorted by length of the SMILES, smallest number first.
SMILES,PAFAH2 inh,PAFAH1B3 FP inh,pPAFAH FP inh,Fam108B inh,GSTO1 inh,PME-1 primary,LYPLA1 counter,PAD4 inh,PAFAH1B2 inh
Brc1ccccc1-c1nnc(COc2ncnc3ccccc23)o1,1,3,6,4,1,2,0,3,2
O=C(c1ccc2ccccc2n1)N1CCN(c2ccccc2)CC1,2,-3,-7,-5,4,1,-3,0,1
Cc1ccc(CNC(=O)c2ccc(NC(=O)CCS(=O)(=O)c3cccs3)cc2)cc1,-6,-3,6,-1,-1,-8,-4,-2,10

# Remaining list, next part:
SMILES,PAFAH2 inh,PAFAH1B3 FP inh,pPAFAH FP inh,Fam108B inh,GSTO1 inh,PME-1 primary,LYPLA1 counter,PAD4 inh,PAFAH1B2 inh
CC1CCCCC12NC(=O)N(Cc1cc(=O)n3ccsc3n1)C2=O (centres undefined),-4,-3,2,-1,5,-2,0,1,1
CC(=O)Nc1ccc(-c2nnn(CC(=O)Nc3ccc4c(c3)OCO4)n2)cc1Cl,-11,-5,-2,-10,4,-18,-8,-4,-10
CC(=O)N1CCC(C(=O)Nc2cc(C)cc(C)c2)CC1,0,6,3,-6,-1,2,1,-1,-4
Cc1ccc(-c2ccc(=O)n(CC(=O)NCCCN3CCCCC3)n2)cc1,2,-1,6,-3,0,3,-2,-2,-1
CCN(CC)CCNCc1cc(Br)ccc1OCC(=O)NCc1ccccc1,-1,7,-2,8,-1,-1,-1,0,-1
CCc1ccc(NC(=O)Cn2nnc(-c3ccc(C)cc3-n3cnnn3)n2)cc1,7,4,-1,0,-3,-1,0,-2,5
CC(C)(C)OC(=O)NCc1ccc(CNC(=O)c2[nH]cnc2C(=O)N[C@@H](Cc2ccccc2)C(=O)OC(C)(C)C)cc1,-15,-10,0,-13,-9,-24,-14,2,-9
O=C(NCc1cccnc1)Nc1ccccc1,-2,-2,2,9,-1,3,-4,-1,4
Cc1ccc2nc(NC(=O)c3ccc(N4C(=O)CCC4=O)cc3)sc2c1,5,-1,2,-7,-9,-10,-9,-4,-2
O=c1oc2ccccc2c(N2CCCCC2)c1CN1CCCC1,5,1,1,0,-17,3,2,2,5
CCCCN(CC)C(=O)Cc1ccccc1OC,0,10,0,-4,1,3,0,-2,2
O=C(CSc1nc2ccccc2o1)Nc1nc2ccccc2s1,-6,8,0,1,-8,-4,-2,-1,3
CCCCCCCc1nn2c(=O)cc(O)nc2s1,-3,2,47*,3,10,-10,-2,-5,9
O=C(NCC1CCCO1)/C(=C/c1ccc(Cl)cc1)NC(=O)c1ccccc1 (centres undefined),-9,-4,0,-1,0,2,0,-1,7
COc1cccc(-n2c(SCC(=O)NC(C)(C)C)nnc2-c2ccoc2C)c1,0,-6,4,1,0,-2,5,4,-4
Cn1nc(C(=O)NCc2ccccc2)cc1C(=O)NCc1ccccc1,2,2,4,2,2,-3,1,-2,0
Cc1ccc(NC(=S)N2CCn3cccc3C2c2cccnc2)cc1 (centres undefined),-4,1,1,1,2,3,-1,5,1
CCOC(=O)c1[nH]c2ccccc2c1NC(=S)Nc1ccccc1C,1,2,-3,3,7,0,1,-2,3
C=CCCN([C@H](CO)Cc1ccccc1)S(=O)(=O)c1ccccc1Br,-3,8,5,nt,nt,nt,nt,1,7

# Screening results from PubChem.

# An excerpt, so the mix of outcomes need not match the whole.
